Screening results as filed in PubChem BioAssay.
human PMI inhibitors – human PMI inhibitors, high substrate, primary screen, biochemical, fluorescence intensity, high mannose 6-phosphate (AID 1220); 190,000 tested, 0.66% active; recombinant PMI enzyme, coupled fluorescence intensity; higher % means a stronger effect; one-dose inhibition, % at 20 µM; IC50 in µM for titrated hits
NOD1 inhibition – NOD1 signaling inhibitors, primary screen, cell-based, luminescence, uHTS (AID 1578) | one-dose inhibition, % at 4 µM; EC50 in µM for titrated hits | 290,000 tested, 1% active | NOD1-driven NF-kB luciferase reporter cells, luminescence; higher % means a stronger effect; in the data active = inhibition mostly above about 36%, no sharp cut-off; inactive = mostly below about 34%;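 note: HEK-293T reporter cells stimulated with the NOD1 agonist gamma-tri-DAP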
XIAP antagonists – small molecules displacing peptide from XIAP – biochemical, IAP family, fluorescence polarization (AID 1018). XIAP BIR domain, fluorescence polarization peptide displacement; higher % means a stronger effect. displacement, % at 20 µM, or IC50 in µM where a hit was titrated. 200,000 tested, 0.007% active; in the data active = displacement above about 50%; note: a part of the inactive calls stands beside numbers as strong as those of hits
HEK293 NOD2/NF-kB – inhibition of NOD2-driven NF-kB reporter – cell-based, luminescence, uHTS, HEK293 (AID 1566); 290,000 tested, 0.63% active; inhibition, % at 4 µM; hits with a dose series show EC50 in µM; HEK293 NOD2/NF-kB luciferase reporter, luminescence; higher % means a stronger effect; note: many of its hits are not listed in these tables
LYP phosphatase – inhibitors of LYP phosphatase, biochemical, fluorescence intensity, uHTS (AID 1779) | 290,000 tested, 0.054% active | recombinant LYP phosphatase, fluorescence intensity; higher % means a stronger effect | inhibition, % at 11.5 µM; hits with a dose series show IC50 in µM;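 note: plate controls were vehicle with enzyme for no effect and no enzyme for full effect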
KOR beta-arrestin-1 – KOR agonists, beta-arrestin recruitment, primary screen, cell-based, luminescence, uHTS (AID 1777) | KOR beta-arrestin recruitment, luminescence; higher % means a stronger effect | activation, % at 10 µM, or EC50 in µM where a hit was titrated | 280,000 tested, 0.02% active; in the data active = activation above about 50%, passing the limit was not always enough; note: a part of the inactive calls stands beside numbers as strong as those of hits
KOR beta-arrestin-2 – kappa opioid receptor blockers – cell-based, luminescence, uHTS (AID 1778); KOR beta-arrestin recruitment, luminescence, antagonist mode; higher % means a stronger effect; one-dose inhibition, % at 10 µM; IC50 in µM for titrated hits; 290,000 tested, 0.091% active; note: strong numbers were not always called active
TNAP activation fold – human TNAP enzyme activators, primary screen, biochemical, luminescent, no phosphate acceptor, uHTS (AID 1001); purified TNAP, luminescent activation assay, no phosphate acceptor; higher activation fold means a stronger effect; one-dose activation fold at 20 µM; EC50 in µM for titrated hits; 200,000 tested, 0.03% active; in the data active = activation fold from about 3, or a potency from the dose series; inactive = the rest, 99 in 100 with activation fold below about 1.6; note: many of its hits are not listed in these tables
PMI inhibitors – MPI enzyme activity inhibition – biochemical, fluorescence intensity, coupled assay, primary screen (AID 1209) | purified PMI enzyme, coupled fluorescence intensity; higher % means a stronger effect | inhibition, % at 20 µM, or IC50 in µM where a hit was titrated | 190,000 tested, 0.42% active;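 note: plate controls were DMSO vehicle for no effect and wells lacking substrate for full effect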
* marks the source's active call; other numbers are inactive results; · = not tested or not shown; [ ] = remark or other dose. Cut-off read from the data, not from the text of the source, unless noted: active = inhibition above about 50%; inactive = the rest. Some of the compounds tested. The share of hits here may be higher or lower than overall.

entry	SMILES	human PMI inhibitors	NOD1 inhibition	XIAP antagonists	HEK293 NOD2/NF-kB	LYP phosphatase
1	COc1cccc(NC(=O)CCCn2c(=O)[nH]c3ccccc3c2=O)c1	0%	-30%	-3.9%	8%	-2%
2	O=C1C2C3C=CC(C4CC34)C2C(=O)N1c1cc(Cl)ccn1 (stereo not given)	·	10%	·	22%	-12%
3	CCc1nnc(NC(=O)c2ccc(COc3ccccc3Cl)o2)s1	·	-2%	·	-19%	-5%
4	O=C1CCCN1CCC1CCN(C2CC(=O)N(c3ccc(F)cc3)C2=O)CC1 (stereo not given)	6%	-7%	-5.2%	5%	5%
5	Cc1ccc(S(=O)(=O)CCC(=O)OCC(=O)N2CCc3ccccc32)cc1	·	4%	·	8%	-15%
6	COC(=O)c1cnn(-c2ccccc2)c1/C=N/NC(=S)Nc1ccc(Cl)cc1	·	-12%	·	-84%	-6%
7	CCN(CC)CCN(C)Cc1ccc(Br)cc1	-14%	9%	-3.8%	-1%	1%
8	O=C(NN=C1CCN(Cc2ccccc2)CC1)c1ccccc1	-5%	-20%	-3.6%	0%	-2%
9	COCCNc1nnc(Cc2ccc(OC)c(OC)c2)c(=O)[nH]1	·	-15%	·	-8%	-7%
10	N#CC1=C(N)C2=CCCC[C@H]2[C@H](c2ccccc2)C1(C#N)C#N	38%	7%	-0.7%	15%	-4%
11	COc1ccc(CC(=O)Nc2c3c(nn2C(C)(C)C)CS(=O)(=O)C3)cc1	·	-26%	·	-7%	-7%
12	Cc1cc2c3c([nH]c2cc1S(=O)(=O)NCc1ccc(CN2CCCCCC2)o1)CCCC3=O	·	-1%	·	8%	-9%
13	Cc1ccc(/C=C2\SC(=S)N(CC(=O)Nc3ncc(Cc4ccccc4Cl)s3)C2=O)cc1	-5%	-64%	-11%	-13%	-8%
14	CN1CCC(N(C)C(=S)Nc2ccc(SC(F)F)cc2)CC1	-5%	-3%	-6.2%	16%	-10%
15	O=C(CN(c1ccc(F)cc1)S(=O)(=O)c1ccc2c(c1)OCCO2)NCc1ccncc1	13%	-8%	-3.0%	0%	-6%

entry	KOR beta-arrestin-1	KOR beta-arrestin-2	TNAP activation fold	PMI inhibitors
1	1.3%	-13%	1	-9%
2	2.8%	3%	·	·
3	-0.7%	-10%	·	·
4	12%	12%	1.1	11%
5	1.3%	-16%	·	·
6	-2.4%	29%	·	·
7	3.3%	-12%	1.1	-5%
8	7.7%	30%	1.4	6%
9	2.1%	-37%	·	·
10	-2.9%	-9%	1	16%
11	-3.4%	1%	·	·
12	5.4%	-22%	·	·
13	-1.7%	17%	1.1	-12%
14	7.7%	19%	1.1	-2%
15	-0.9%	-1%	1.1	5%

New compounds follow
entry	SMILES	human PMI inhibitors	NOD1 inhibition	XIAP antagonists	HEK293 NOD2/NF-kB	LYP phosphatase
16	O=C(NCC1CCCCC1)c1cccc(-c2ccc(O)cc2)c1	·	34%	·	5%	-2%
17	CCC(C)NC(=O)N[C@@H](CCSC)C(=O)O (stereo not given in full)	-3%	-11%	0.1%	14%	-6%
18	COC(=O)c1ccc(S(=O)(=O)c2ccc(Cl)cc2)c(N)c1	·	-1%	·	28%	-13%
19	Cc1ccc(CCNS(=O)(=O)c2cc(Br)cnc2N)cc1	·	11%	·	5%	-6%
20	CCn1c2ccccc2c2cc(Nc3cc(C)nc4ncnn34)ccc21	11%	-18%	-4.5%	3%	-1%
21	Cc1ccccc1CSCCNS(C)(=O)=O	6%	-6%	-3.4%	-1%	-8%
22	Cc1ccccc1-n1c(SC/C(O)=C(\C#N)c2nc3ccccc3[nH]2)nnc1-c1ccncc1	21%	-14%	1.1%	-3%	-4%
23	COC(=O)c1cc2ccsc2n1CC(=O)Nc1cc(C)cc(C)c1	1%	-25%	-1.5%	9%	-4%
24	Cc1cc(CN(C)C(=O)CC2C(=O)NCCN2Cc2ccc(-c3ccccc3)cc2)on1 (stereo not given)	·	-24%	·	5%	0%
25	O=C(Nc1ccc(-c2nc3c(ccc4ccccc43)o2)cc1)c1ccco1	4%	-96%	-1.9%	13%	-3%
26	COc1ccc(S(=O)(=O)N2CCOCC2)cc1NC(=O)CSc1nnc2ccccn12	2%	-38%	-5.9%	9%	-3%
27	Cc1ccc(NC(=O)c2cc(-c3ccco3)on2)cc1	20%	-81%	-6.2%	-103%	-6%
28	O=C(Nc1cccc(-c2cn3c(n2)SCC3)c1)c1ccc2ccccc2n1	7%	-60%	-8.4%	-61%	8%
29	COc1ccc(/C=N/NC(=O)c2cc(-c3ccccc3OC)nc3ccccc23)cc1COC(C)=O	11%	-14%	-0.2%	3%	4%
30	CC(C)Oc1ccc(CSc2ncn[nH]2)cc1	6%	-19%	-3.0%	-30%	-6%

entry	KOR beta-arrestin-1	KOR beta-arrestin-2	TNAP activation fold	PMI inhibitors
16	0.6%	-16%	·	·
17	-0.2%	-9%	1.1	2%
18	-3.8%	6%	·	·
19	-2.2%	-33%	·	·
20	9.3%	-212%	1.1	10%
21	2.4%	-5%	1.1	4%
22	7.1%	-4%	1.1	12%
23	-3.4%	-5%	1.1	7%
24	-5.4%	-25%	·	·
25	1.3%	10%	1	2%
26	-1.6%	-9%	1.1	-2%
27	-1.0%	2%	1.2	36%
28	0.1%	-73%	1.1	5%
29	-0.4%	10%	1.1	11%
30	0.6%	-36%	1.1	6%

The listing continues.
entry	SMILES	human PMI inhibitors	NOD1 inhibition	XIAP antagonists	HEK293 NOD2/NF-kB	LYP phosphatase
31	COc1cccc(-n2c(SCc3ccccn3)nc3c(c2=O)SCC3)c1	-1%	-20%	-3.2%	16%	-2%
32	COc1ccc(N2C(=O)C(Cl)=C(Oc3cccc(OC)c3)C2=O)cc1	8%	·	-10%	·	-7%
33	O=C(CCC1(C(=O)O)CCC(=O)NC1)NCc1ccccc1 (stereo not given)	9%	-5%	-0.4%	-1%	-8%
34	CN(C)C(/C=C/Nc1ccccc1F)=C(C#N)C#N	7%	-26%	0.5%	-1%	4%
35	Cc1ccnc(NC(=O)CCC(=O)N(CC(=O)NC(C)(C)C)C2CCCC2)c1	-2%	-20%	1.2%	-6%	2%
36	COc1ccccc1C(C[N+](=O)[O-])c1c[nH]c2ccccc12 (stereo not given)	·	-2%	·	4%	-3%
37	O=C(O)CC(=O)Nc1ccc(Oc2ccc(C(F)(F)F)cn2)c(Cl)c1	-9%	-32%	-6.1%	1%	-4%
38	Cn1nnc2ccccc2c1=O	-8%	-44%	1.0%	0%	-2%
39	CSCCCNC(=S)N1CCc2ccccc2C1	-6%	-25%	-4.5%	-7%	1%
40	COc1cc(/C=N/NC(=O)C(C)n2nnc3ccccc32)ccc1O (stereo not given)	2%	7%	-9.4%	1%	-8%
41	CCOc1cccc(-c2nnc(SCC(=O)Nc3cc(OC)cc(OC)c3)n2N)c1	13%	0%	-4.6%	18%	-4%
42	CC(C)CC(NC(N)=O)C(=O)OCC(=O)N(Cc1ccccc1)Cc1ccccc1 (stereo not given)	2%	-23%	-3.6%	9%	-6%
43	Cc1c(N2C(=O)CSC2c2ccc([N+](=O)[O-])cc2)c(=O)n(-c2ccccc2)n1C (stereo not given)	·	-11%	·	2%	-8%
44	Cc1ccc(NC(=O)c2c(C)noc2-c2snnc2C)cc1	·	6%	·	-1%	-5%
45	COc1ccc(N2CC(C(=O)Nc3nnc(SCC(=O)NCC4CCCO4)s3)CC2=O)cc1 (stereo not given)	·	-3%	·	11%	-4%

entry	KOR beta-arrestin-1	KOR beta-arrestin-2	TNAP activation fold	PMI inhibitors
31	-3.7%	1%	1.1	-5%
32	-3.7%	-69%[20 µM]	1.1	12%
33	-0.9%	2%	1.1	5%
34	-3.6%	-29%	1.1	7%
35	4.3%	26%	1.1	3%
36	-3.9%	44%	·	·
37	-0.6%	1%	1	-15%
38	-1.8%	-14%	1.1	-6%
39	2.0%	-10%	1.1	-6%
40	-2.1%	-11%	1	4%
41	-0.7%	4%	1.1	11%
42	6.7%	19%	1	3%
43	3.2%	2%	·	·
44	1.0%	15%	·	·
45	4.5%	-26%	·	·

Exported with two lines to a compound: part of the list above.
Under each structure – human PMI inhibitors	NOD1 inhibition	XIAP antagonists	HEK293 NOD2/NF-kB	LYP phosphatase	KOR beta-arrestin-1	KOR beta-arrestin-2	TNAP activation fold	PMI inhibitors
#38 Cn1nnc2ccccc2c1=O
 : -8%	-44%	1.0%	0%	-2%	-1.8%	-14%	1.1	-6%
#34 CN(C)C(/C=C/Nc1ccccc1F)=C(C#N)C#N
 : 7%	-26%	0.5%	-1%	4%	-3.6%	-29%	1.1	7%
#31 COc1cccc(-n2c(SCc3ccccn3)nc3c(c2=O)SCC3)c1
 : -1%	-20%	-3.2%	16%	-2%	-3.7%	1%	1.1	-5%
#35 Cc1ccnc(NC(=O)CCC(=O)N(CC(=O)NC(C)(C)C)C2CCCC2)c1
 : -2%	-20%	1.2%	-6%	2%	4.3%	26%	1.1	3%
#32 COc1ccc(N2C(=O)C(Cl)=C(Oc3cccc(OC)c3)C2=O)cc1
 : 8%	·	-10%	·	-7%	-3.7%	-69%[20 µM]	1.1	12%
#37 O=C(O)CC(=O)Nc1ccc(Oc2ccc(C(F)(F)F)cn2)c(Cl)c1
 : -9%	-32%	-6.1%	1%	-4%	-0.6%	1%	1	-15%

Additional records follow.
entry	SMILES	human PMI inhibitors	NOD1 inhibition	XIAP antagonists	HEK293 NOD2/NF-kB	LYP phosphatase
46	Cc1noc(C)c1C(=O)Nc1ccc(Cl)cc1C(F)(F)F	-12%	-22%	-2.9%	1%	-6%
47	Cc1ccccc1NC(=O)c1cccc(S(=O)(=O)Oc2ccc([N+](=O)[O-])cc2)c1	9%	0%	-2.9%	1%	-3%
48	Nc1cc(S(=O)(=O)Nc2ccc(Br)cc2)ccc1Cl	·	1%	·	-11%	0%
49	O=S(=O)(c1ccc(NCCc2c[nH]c3ccccc23)nc1)N1CCOCC1	13%	-8%	-3.7%	4%	-3%
50	C/C(=N\NC(=S)NCc1ccccc1)c1cccs1	-6%	-1%	-9.2%	-39%	0%
51	CC(C)C(=O)N1CCc2cc(-c3csc(N)n3)ccc21	-114%	-16%	-3.7%	-1%	-2%
52	CSC1CCCCC1(O)CSc1nc2ccccc2o1 (stereo not given)	12%	-27%	-1.8%	0%	-8%
53	O=C(N/N=C/c1ccccc1O)C1CCCC1	·	-42%	·	6%	-10%
54	Cc1ccc(S(=O)(=O)N(C)c2ccc3ccccc3c2)cc1	-11%	-5%	-7.9%	-2%	8%

entry	KOR beta-arrestin-1	KOR beta-arrestin-2	TNAP activation fold	PMI inhibitors
46	-2.8%	-16%	1.1	-10%
47	1.5%	0%	1.1	8%
48	1.2%	12%	·	·
49	-10%	19%	1.1	5%
50	0.8%	-12%	1.2	-7%
51	-2.7%	18%	1.1	-66%
52	-2.4%	-3%	1.1	13%
53	3.5%	-13%	·	·
54	11%	-20%	1	-15%
